mcGAS RapidFire: mouse cGAS inhibition by mass spec. inhibition, % at 12.5 µM. AID 1259397. recombinant mouse cGAS, cGAMP by RapidFire MS. hit rate 0.18% among 130,000;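 active = inhibition of cGAS enzyme activity at or above 60%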;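 note: enzyme stimulated by 45 bp dsDNA with ATP and GTP substrates; cGAMP share of summed cGAMP plus half ATP and half GTP signals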
Target sequence (Q8C6L5 whole entry, looked up): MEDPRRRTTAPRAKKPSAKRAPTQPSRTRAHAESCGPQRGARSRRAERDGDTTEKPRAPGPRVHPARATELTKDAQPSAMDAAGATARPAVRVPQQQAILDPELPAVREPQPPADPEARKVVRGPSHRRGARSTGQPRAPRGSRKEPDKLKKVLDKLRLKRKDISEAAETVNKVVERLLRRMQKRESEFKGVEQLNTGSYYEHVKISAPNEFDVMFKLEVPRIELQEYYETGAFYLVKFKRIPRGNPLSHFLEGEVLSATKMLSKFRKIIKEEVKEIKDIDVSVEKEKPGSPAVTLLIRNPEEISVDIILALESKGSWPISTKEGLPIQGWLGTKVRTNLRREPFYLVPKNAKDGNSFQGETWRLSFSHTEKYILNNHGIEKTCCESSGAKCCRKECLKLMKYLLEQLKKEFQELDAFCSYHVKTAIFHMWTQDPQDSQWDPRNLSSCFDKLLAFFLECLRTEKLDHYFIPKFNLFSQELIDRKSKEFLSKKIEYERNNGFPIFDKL
Active calls of the source: *; & = joins results of further samples. This is a subset. The share of hits here may be higher or lower than overall.

SMILES | mcGAS RapidFire
O=C(C1CC2(CCNCC2)CN1)N1CCc2nnc(-c3ccccc3)n2CC1 (stereo not drawn) | -7.0
CC(=NNP1(=O)C=C(c2ccccc2)OC(c2ccccc2)=C1)c1ccccn1 | 0.4
Cc1sc2nc3c(SC(C)C(=O)O)cc(C(=O)c4ccccc4O)cn3c(=O)c2c1C (stereo not drawn) | -4.5
COC(=O)c1ccc(/C=N\NC(=O)CSc2nnc(-c3ccccc3)n2-c2ccccc2)cc1 | -10.0
Cc1cc(Cl)ccc1Nc1nc(NCCN2CCOCC2)nc2nccnc12 | 4.8
Cc1cc(OC(=O)c2cccc([N+](=O)[O-])c2C)c([N+](=O)[O-])c(=O)[nH]1 | -1.2
CCN(CC)C(=O)c1ccc(Cl)c(NC(=O)c2occc2C)c1 | -12.3
CC(C(=O)NCC(c1ccccc1)N(C)C)N1C(=O)c2ccccc2C1=O (stereo not drawn) | -5.2
O=C(NC1CCN(Cc2ccccc2)CC1)C1CCN(c2nc3ccccc3[nH]c2=O)CC1 | -6.9
O=S(=O)(c1ccc(Cl)cc1)N(CCc1ccc(F)cc1)C(F)F | 19.5
CC(NC(=O)CCC1CCCO1)c1cccc(OCc2ccccn2)c1 (stereo not drawn) | 0.0
O=C(Nc1cnc2n1CCCC2)c1nnc2n1CCCC2 | -2.1
CCCC(=O)N1CCC(N2CCC3(CCN(C)C3)CC2)CC1 | -9.8
CNc1ncccc1C(=O)NC1CC(=O)N(CCc2cccc(Cl)c2)C1 (stereo not drawn) | -10.2
Cc1nc2ccccc2c(=O)[nH]1 | -4.7
O=C(c1nc2ccccn2c1CN1CCN2CCCC2C1)N1CCOCC1 (stereo not drawn) | -2.6
CC(=O)Nc1cc(Cl)ccc1NCc1ccc(C#N)cc1 | -14.0&-4.0
O=C(NCc1ccccn1)c1cc(NCC[C@@H]2C[C@@H]3C=C[C@H]2C3)ccn1 | -35.0
CC1(C(=O)NS(=O)(=O)c2cccc(OC(F)F)c2)CCN1C(=O)CCc1ccccc1 (stereo not drawn) | -21.8
Cc1ccc(N2C(=O)CC(N3CCN(Cc4ccc5c(c4)OCO5)CC3)C2=O)c(C)c1 (stereo not drawn) | -8.1
Cc1ccc2nc(SCc3cc(=O)n(C)c(=O)n3C)[nH]c2c1 | -11.3
CCC1(C)OC(=O)N(C2CC(C)(C)NC(C)(C)C2)C1(C)O (stereo not drawn) | -1.5
CCNC(=O)Cc1ccc(-c2cc(Cl)c3c(c2)CC(CN)O3)cc1 (stereo not drawn) | -23.2
COC(=O)c1ccc(F)cc1S(=O)(=O)Nc1cc(C#N)ccc1C | 2.9
CC1CCCCC1n1ccc2c(nnc3c(-c4ccccc4)cnn32)c1=O (stereo not drawn) | -8.1

5 compounds from above, arranged by the value under mcGAS RapidFire, descending.
SMILES,mcGAS RapidFire
Cc1cc(Cl)ccc1Nc1nc(NCCN2CCOCC2)nc2nccnc12,4.8
Cc1nc2ccccc2c(=O)[nH]1,-4.7
Cc1ccc(N2C(=O)CC(N3CCN(Cc4ccc5c(c4)OCO5)CC3)C2=O)c(C)c1 (stereo not drawn),-8.1
CCCC(=O)N1CCC(N2CCC3(CCN(C)C3)CC2)CC1,-9.8
CCNC(=O)Cc1ccc(-c2cc(Cl)c3c(c2)CC(CN)O3)cc1 (stereo not drawn),-23.2

Later entries:
SMILES | mcGAS RapidFire
N#Cc1ccc(Cl)cc1Cl | -8.9
COc1ccccc1C(C)N(C)C(=O)c1cc(C)c(C)c(S(N)(=O)=O)c1 (stereo not drawn) | -3.0
COc1cc(NC(=O)CSc2nncs2)cc(OC)c1 | -13.3
Cc1ccc(C)c(-c2csc3nc(CNCc4ccco4)[nH]c(=O)c23)c1 | -1.2
O=C(CCc1nnc(Cc2ccc3c(c2)OCO3)[nH]c1=O)NCc1ccccn1 | -7.1
CCOc1ccc(NC(=O)c2ccc(Cl)o2)cc1 | -14.2
CSc1ccccc1NC(=O)CN1C(=O)NC2(CCCCC2C)C1=O (stereo not drawn) | -2.3
N#Cc1cccc(S(=O)(=O)Oc2ccccc2)c1 | 3.0
CCN(CCC#N)C(=O)Cc1cccc(I)c1 | -12.8
O=c1oc2ccc([N+](=O)[O-])cc2cc1-c1csc(Nc2cccc(C(F)(F)F)c2)n1 | -5.8
COc1cccc(NC(=O)C2(C)CCN2C(=O)CC2CC2)c1 (stereo not drawn) | -6.6
Cn1cccc1C1CCCN1C(=O)c1ccc(C#N)cc1 (stereo not drawn) | 8.1
NC(=S)c1ccsc1 | -10.6
Cc1ccc(S(=O)(=O)n2cc(CCCN(C)C3CCS(=O)(=O)C3)c(C(F)(F)F)n2)cc1 (stereo not drawn) | -0.8
O=C(CCCOc1ccc(Br)cc1)Nc1cccc2ncccc12 | -1.4
CC(C(=O)N1CCc2onc(-c3cccc(F)c3)c2C1)n1ccnc1 (stereo not drawn) | -8.0
CCCC1=NN(C(C)=O)C(C(=O)NC(C)c2ccc(F)cc2)O1 (stereo not drawn) | -14.5
CCOc1ccc(CNC(=O)c2ccc(-c3ccco3)[nH]c2=O)cc1C | -4.8
O=c1nc(/C=C/c2c(O)ccc3ccccc23)cc(C(F)(F)F)[nH]1 | -6.2
O=C(CSc1nc(-c2ccco2)cc(C(F)(F)F)n1)Nc1ccc(C(=O)N2CCCCC2)cc1 | -3.6
c1ccc(CCCNc2nc(Nc3ccccc3)c3nccnc3n2)cc1 | -11.4
CC(C)CC(=O)NC(NC(=S)Nc1cccc(C(=O)O)c1)C(Cl)(Cl)Cl (stereo not drawn) | -1.7
O=C(CN1C(=O)C2C3C=CC(C3)C2C1=O)N1CCN(C(=O)c2ccco2)CC1 (stereo not drawn) | 14.9
COc1ccc(-c2ccc(C(=O)N(Cc3nccn3C)C3CC3)o2)cc1 | -13.7
CNS(=O)(=O)c1ccc2c(c1)oc(=O)n2C | 2.7

Retrieved by structure from the list above, 6 records:
SMILES | mcGAS RapidFire
O=C(c1nc2ccccn2c1CN1CCN2CCCC2C1)N1CCOCC1 (stereo not drawn) | -2.6
CCC1(C)OC(=O)N(C2CC(C)(C)NC(C)(C)C2)C1(C)O (stereo not drawn) | -1.5
CSc1ccccc1NC(=O)CN1C(=O)NC2(CCCCC2C)C1=O (stereo not drawn) | -2.3
O=C(CN1C(=O)C2C3C=CC(C3)C2C1=O)N1CCN(C(=O)c2ccco2)CC1 (stereo not drawn) | 14.9
COc1cc(NC(=O)CSc2nncs2)cc(OC)c1 | -13.3
N#Cc1ccc(Cl)cc1Cl | -8.9

(next part)
SMILES | mcGAS RapidFire
CC(C)C1CN(C(=O)c2cn(CCN)nn2)CCCN1Cc1ccc(F)cc1 (stereo not drawn) | 21.2
CN(C)C(=O)CSc1nnc(NC2CC2)s1 | -0.9
O=c1cc(CN2CCCC2c2cccs2)nc2ccc(Br)cn12 (stereo not drawn) | -18.5
CCC(C)C(NC(=O)c1ccccc1)C(=O)NCc1ccccc1F (stereo not drawn) | -7.0
Cc1ccc(C)c(S(=O)(=O)N2CCN(CC(=O)Nc3ccc4c(c3)OCO4)CC2)c1 | -3.9
CN(C)c1ccc(C2NCC(CSc3ncnc4sc5c(c34)CCC5)O2)cc1 (stereo not drawn) | -3.2
O=C(c1cn2cccnc2n1)N1CCCC(Cn2cc(C3CCCC3)nn2)C1 (stereo not drawn) | -7.5
O=C(Nc1cccc(Oc2ccccc2)c1)c1c[nH]c(=O)c(Cl)c1 | -10.0
CC(C)C(=O)Nc1ccc(Oc2ccc(S(N)(=O)=O)cc2)cc1 | -8.3
Cc1ccccc1CN1CCC(CNC(=O)c2ccc[nH]c2=O)C1 (stereo not drawn) | -11.9
CCOC(=O)c1nn(-c2ccc(C)cc2)c(=O)cc1N1CCN(C(C)=O)CC1 | -2.8
CCOC(=O)NNS(=O)(=O)c1cc(C)sc1C | -5.3
O=C1NC2(CCCCCC2)C(=O)N1CN(C1CC1)C1CCc2ccccc21 (stereo not drawn) | -10.2
COCC(C)N(Cc1ccccc1OC)C(=O)c1cnn2ccccc12 (stereo not drawn) | -7.4
Cc1cc(Cl)ccc1NC(=O)CCn1c(=O)n(C)c2ccccc21 | -7.8
O=C(COC(=O)c1n[nH]c(=O)c2ccccc12)Nc1ccc2c(c1)CCC2 | -5.6
COc1ccc(OC)c(C2C(C(=O)OC(C)C)=C(C)NC3=C2C(=O)CCC3)c1 (stereo not drawn) | 1.1
O=S(=O)(Nc1cccc(C#Cc2ccccc2)c1)c1ccc(S(=O)(=O)N2CCOCC2)cc1 | -5.7
c1ccc(CCCC2CN(C3CCN(Cc4ccco4)CC3)CCO2)cc1 (stereo not drawn) | -7.3
O=C(CCOCC(F)(F)F)NC/C=C/c1ccccc1 | 6.7
O=C(O)CN1C(=O)C2C3C=CC(C4CC34)C2C1=O (stereo not drawn) | 1.9
Cc1nc2sccn2c1C(=O)NC(C)c1cnn(-c2ccccn2)c1C (stereo not drawn) | 5.8
CCCCC(C(N)=O)N1CCC(Oc2ccccn2)C1 (stereo not drawn) | -3.6
FC(F)(F)c1cnc(-n2nnc3ccccc32)c(Cl)c1 | -36.5&-7.6
O=C(Nc1ccc2nc(C3CC3)sc2c1)C(=O)NC1CCCCCCC1 | -0.9
Next structures
SMILES | mcGAS RapidFire
COC(=O)Cn1c(=O)c2c(nc3n2CCCN3Cc2ccccc2)n(C)c1=O | -4.7
Cc1ccc(COc2ccc(CNc3nnnn3C)cc2)cc1 | 0.7
NC(=O)COc1c(Cl)cc(Cl)cc1Br | -9.1
CCCSc1nc(-c2ccccc2)cc(-c2ccc(OC)cc2)c1C#N | -9.1
Oc1cc(-c2cccc(Cl)c2)cc2c1OCCN(CCn1cccc1)C2 | -8.1
O=C(OCc1ccccc1)c1ccccc1 | -10.2
CCCCn1c(=O)n(Cc2ccc(C#N)cc2)c(=O)c2c1nc(CO)n2CCC | -5.0
Cc1ccc(S(=O)(=O)NC(=O)C2(C)CCN2C(=O)CC2CC2)cc1 (stereo not drawn) | -9.6
CC(C)COC(=O)C1C2C=CC3(CN(CC4CCCO4)C(=O)C13)O2 (stereo not drawn) | 8.4
COC(=O)CN1CCC(NC2CCCNC2)CC1 (stereo not drawn) | -12.3
CC(C)(C)c1ccc(S(=O)(=O)NC(=O)C2(C)CCN2C(=O)C2(c3ccc(Cl)cc3)CCC2)cc1 (stereo not drawn) | -7.5
Cn1ccc(NC(=O)CN2CCCC3(CC2)CNC(=O)O3)n1 (stereo not drawn) | -30.1
CN1CCN(c2cc(=O)n(-c3ccc(Cl)cc3)c(=O)[nH]2)CC1 | 5.7
COc1cc(C(C)=O)ccc1Oc1cnccn1 | 2.1
N#Cc1cc(-c2ccccc2)sc1NC(=O)Cn1cc(C2CC2)nn1 | -14.3
Cc1ccc(CCC(=O)OCc2nc(N)nc(N)n2)cc1Cl | -30.0
CCN(CC)S(=O)(=O)c1ccc2oc3c(c(=O)c2c1)c(=O)n(C)c(=O)n3C | -3.8
O=c1c2cnc3ncnn3c2ccn1-c1ccc(O)cc1 | -9.5
O=C(CC(NCCO)C(=O)O)Nc1cccc2ccccc12 (stereo not drawn) | -4.9
CCn1c(SCC(=O)Nc2ccc(C(=O)OC)cc2)nnc1-c1cccn(C)c1=O | -4.9
O=C(CCl)NCC1(c2ccc3c(c2)OCCO3)CCCC1 | 2.3
COC(F)(C(=O)Nc1ccc(C)c(Br)c1)C(F)(F)F (stereo not drawn) | -3.3
COc1ccc(OC)c(C(C)NC(=O)CCC(=O)c2ccc(F)cc2F)c1 (stereo not drawn) | -2.3
C=CCN(CC=C)C(=O)CN1CCN(S(=O)(=O)N2CCCC2)CC1 | -2.3
CN(Cc1nc2ccccc2[nH]1)C(=O)c1cccc(OC2CCN(CC(C)(C)C)CC2)c1 | -3.0
Next part
SMILES | mcGAS RapidFire
CN1CCN(C(=O)Cn2c(-c3ccoc3)nc(-c3ccccc3)c2-c2ccccc2)CC1 | -3.0
O=C1CCC(=O)N1CO | 3.3
Cn1cc(CCN2Cc3cnc(C(=O)N4CCNC(=O)CC4)cc3C2)c2ccccc21 | -4.3
OCCNc1ncnc2ccc(-n3ccc(-c4cccnc4)n3)cc12 | 2.2
O=C(CC1CC2CCC1C2)Nc1ccccc1S(=O)(=O)N1CCOCC1 (stereo not drawn) | -4.0
Oc1cccc(CN2CCC(NC[C@]3(O)CCCN4CCCC[C@@H]43)CC2)c1 | -9.7
O=C(c1nnc2n1CCN(Cc1ccc(-c3ccccc3)cc1)C2)N1CCCCC1 | -14.4
CN(C)C(=O)c1cccnc1SCc1cc(=O)[nH]c(C2CC2)n1 | 4.4
COc1ccc(Br)c(Cn2c(C)c(C(=O)NCc3ccc4c(c3)OCCO4)sc2=O)c1 | 1.3
COCCCn1c(C)cn2c3c(=O)n(Cc4ccc(Br)cc4)c(=O)n(C)c3nc12 | -7.0
O=S1(=O)N=C(N2CCC(c3nc4ccccc4s3)CC2)c2ccccc21 | -1.7
CC(NC(=O)c1cn(C)nc1-c1cccnc1)C12CC3CC(CC(C3)C1)C2 (stereo not drawn) | 1.5
Brc1cnc(NCn2nnc3ccccc32)c(Br)c1 | -2.7
COc1ccc(F)c(-c2cnc(N)nc2)c1 | -5.7
Cc1noc2ncc(NC(=O)CSC(F)(F)F)cc12 | -4.2
CCOc1ccc(-c2ccc(=O)n(CC(=O)NCc3ccc(Cl)cc3)n2)cc1 | -3.5
FC(F)Oc1ccc(NC(=S)Nc2ccc3cn[nH]c3c2)cc1 | -28.6
CCN1CC(Nc2nc(-c3ccncc3)nc3c2CNC3)CC1=O (stereo not drawn) | -3.9
CON(C)S(=O)(=O)c1ccc(C(=O)NCCc2ccccc2C)cc1 | 3.0
O=C(Nc1nc2ccccc2s1)NC1CCN2CCCCC12 (stereo not drawn) | 2.5
CC(C)N(Cc1cnn(C)c1)C(=O)/C=C/c1ccccc1 | 7.1
CCOC(=O)N1CCC(N(C)C2CCCN(CCCc3ccccc3)C2)CC1 (stereo not drawn) | -3.8
C=C(Br)CN1CCCC(C(=O)NCC(F)(F)F)C1 (stereo not drawn) | 27.6
CCn1nc(CC(C)C)cc1C(=O)N1CCn2cncc2C1 | -16.3
O=C(CNS(=O)(=O)c1cc(F)c(F)cc1F)Nc1cccnc1 | 23.3
Cc1ccc(S(=O)(=O)N2CCCCC2C(N)=O)cc1C (stereo not drawn) | -13.0
COCCn1c(=O)c2c(nc3n(C4CCCC4)c(C)cn23)n(C)c1=O | -6.4
O=C1CN(C(=O)CNc2cc3c(cc2Cl)OCCO3)CCN1 | 8.8
Cc1nn2c(ncc3c(=O)n(CCCN(C)C)ccc32)c1-c1ccccc1 | 8.8

Screening results (PubChem BioAssay)
